# Screens as filed in PubChem.
# BRCA1 expr up – BRCA1 expression activation; 380,000 tested, 1.1% active; MCF7-BRCA1-FFLuc reporter, luminescence, 48 h; response scale: scaled: vehicle 0%, 10 µM genistein 100%; Potency, µM (top dose mostly 46.1 µM), without a hit: top-dose activation, hits mostly activators; AID 624202; active = well fitted activation curve with a large enough effect; also: nearly all actives have a fitted effect of over 80% in size; some results filed as inactive show a strong effect at the top dose
#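 MCF7 cells carrying a BRCA1-firefly luciferase reporter (2000 cells/well, phenol-red free MEM) were attached for 2 h at 37 °C, then given compounds for 48 h. Luminescence was read 15 min after luciferase reagent; activity normalized to genistein (10 microM) and DMSO.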
# The depositor's hits bear a star. Potency is read from the fitted curve at half-maximal effect. The list is partial, so the mix of outcomes need not match the whole.
Compound	BRCA1 expr up
Cc1ccccc1-c1ccc2c(c1)C1c3c(-c4ccccc4)nnn3-c3ccccc3C(=O)N1CC2 (stereo not drawn)	-49.6%
C[C@@H]1CN([C@@H](C)CO)C(=O)CCCn2cc(nn2)CO[C@H]1CN(C)C(=O)Oc1cccc2ccccc12	2.7%
CN(Cc1cccc(-c2ccncc2)c1)C(=O)Oc1ccccc1Cc1ccccc1	-18.4%
COc1ccc2nc(-c3ccc(CN4CCC(n5c(=O)[nH]c6ccccc65)CC4)cc3)c(-c3ccccc3)nc2c1	-56.9%
C#C[C@]1(O)CC[C@H]2[C@@H]3[C@H](O)C[C@H]4C[C@@H](O)CC[C@]4(C)[C@H]3CC[C@@]21C	23.2%
COC(=O)N1Cc2ccccc2-n2nncc2C1	8.7%
C[C@]1(O)CCC2C3CC[C@H]4C[C@@H](OC(=O)[C@@H](N)CCCCN)CC[C@]4(C)C3CC[C@@]21C (stereo partly drawn)	1.7%
Cc1ccc(OC(=O)N(C)C[C@H]2OCc3cnnn3CCCC(=O)N([C@@H](C)CO)C[C@H]2C)cc1	0.1%
CC(C)COC(=O)N1Cc2ccccc2-n2nncc2C1	1.1%
Cc1nc(-c2cccc(CN(C)C(=O)Oc3ccc([N+](=O)[O-])cc3)c2)no1	-9.6%
C[C@@H]1O[C@@H](O[C@@H]2C=C3CC[C@@H]4[C@@H](CC[C@]5(C)[C@H](c6ccc(=O)oc6)CC[C@@]45O)[C@@]3(C)CC2)[C@H](O)[C@H](O)[C@H]1O	-66.9%
c1ccc2c(c1)CN(Cc1ccc3c(c1)OCO3)Cc1cnnn1-2	-11.1%
CC(C)C1CN1CC(O)Cn1ccnc1[N+](=O)[O-] (stereo not drawn)	18.3%
O=C(C1CCCCC1)N1Cc2ccccc2-n2nncc2C1	-20.0%
CCOC(=O)[C@]12Cc3cc(Cl)ccc3[C@H]1N(CC(=O)OC)C(=O)c1ccccc12	-72.7%
CC1(C)CC(=O)CC(C)(C)N1O	3.5%
COc1nc2ccccc2nc1N1CC1	-2.1%
O=S(=O)(c1cc(Cl)cc(Cl)c1)N1Cc2cc(-c3ccccc3)ccc2-n2nncc2C1	0.0%
CC(C)CN1Cc2cc(-c3cccc(F)c3)ccc2-n2nncc2C1	6.4%
O=C1NCN(c2ccccc2)C12CCN(C(c1nnnn1Cc1ccccc1)C1CC1)CC2 (stereo not drawn)	-15.5%
CCOC(=O)CNC(=O)N1Cc2ccc(Br)cc2-n2nncc2C1	2.9%
CCOC(=O)[C@]12Cc3ccccc3[C@H]1N(CCC(=O)OC)C(=O)c1cc(OC)ccc12	-29.2%
Cc1cccc(C)c1-n1nnnc1C(c1cc2ccccc2o1)N1CCC(n2c(=O)[nH]c3ccccc32)CC1 (stereo not drawn)	-70.9%
CC(C)(C)C(=O)N1Cc2cc(N3CCOCC3)ccc2-n2nncc2C1	9.8%
CC(=O)CC(c1ccc2c(c1)OCO2)c1c(O)c2ccccc2oc1=O (stereo not drawn)	-2.5%
Oc1ccc(CCNCc2cc3c(cc2Br)OCO3)cc1	14.9%
COc1ccc(C(c2nnnn2Cc2ccccc2)N2CCC(n3c(=O)[nH]c4ccccc43)CC2)cc1 (stereo not drawn)	-68.5%
C[C@]12CC[C@@H](O)C[C@@H]1CC[C@@H]1[C@@H]2CC[C@]2(C)C(=O)[C@H](O)C[C@@H]12	2.7%
C[C@@H]1CN([C@@H](C)CO)C(=O)CCCn2nncc2CO[C@H]1CN(C)C(=O)Oc1cccc2ccccc12	4.7%
CSCCC(c1nnnn1-c1c(C)cccc1C)N1CCC2(CC1)C(=O)NCN2c1ccccc1 (stereo not drawn)	-24.4%
C/C=C1\NC(=O)[C@H](C)NC(=O)[C@@H](NC(=O)[C@H](Cc2ccc(O)cc2)NC(=O)[C@@H](NC(=O)/C(C)=C/C)C(C)C)[C@@H](C)OC(=O)[C@H](CCCc2ccc(O)cc2)NC(=O)[C@@H](CCC(=O)O)NC1=O	21.1%
c1ccc(CN2Cc3ccccc3-n3nncc3C2)nc1	1.7%
O=C(NCC1=C(c2ccc3ccccc3c2)C[C@@H]2CC[C@H]1N2Cc1ccco1)c1ccc([N+](=O)[O-])cc1	-85.1%
S=C(NCCc1ccccc1)N1Cc2ccccc2-n2nncc2C1	0.0%
CN1C(=O)CN=C(c2ccc[nH]2)c2cc(Cl)ccc21 (tested in a mixture with another compound)	-17.9%
COc1ccc(OC(=O)N(C)C[C@H]2OCc3cnnn3CCCC(=O)N([C@H](C)CO)C[C@@H]2C)cc1	-0.2%
COc1ccc(C2C=C(C)Oc3c2c(=O)oc2ccccc32)cc1OC (stereo not drawn)	-12.9%
CCOC(=O)[C@]12Cc3cc(C)ccc3[C@H]1N(C1CCCCC1)C(=O)c1cc(OC)ccc12	-64.7%
CC(C)(C)C(=O)N1Cc2cc(-c3ccccc3)ccc2-n2nncc2C1	-3.3%
O=C1C(Br)C2CCC1C2C(=O)O (stereo not drawn)	-5.0%
CN=C1CN=C(c2ccc[nH]2)c2cc(Cl)ccc2N1	0.0%
CC(C)C1C(C#N)=C(N)Oc2c1c(=O)oc1ccccc21 (stereo not drawn)	-8.3%
CCOC(=O)C12C(=O)OCC1C2c1ccccc1 (stereo not drawn)	0.0%
Cc1ccc(OC(=O)N(C)C[C@@H]2OCc3cnnn3CCCC(=O)N([C@@H](C)CO)C[C@H]2C)cc1	7.4%
CCC(c1nnnn1-c1ccc2c(c1)OCCO2)N1CCC2(CC1)C(=O)NCN2c1ccccc1 (stereo not drawn)	-14.8%
C[C@@H]1CN([C@H](C)CO)C(=O)CCCn2nncc2CO[C@@H]1CN(C)C(=O)Oc1cccc2ccccc12	-16.3%
COc1ccc(C2C3C=CC(C3)C2C(=O)O)cc1 (stereo not drawn)	0.8%
c1ccc(N2[C@@H]3CC[C@H]2c2ccccc2C3)cc1	3.5%
c1ccc(C2(NC3=NCCO3)CCCCC2)cc1	6.5%
CCOC(=O)[C@]12Cc3cc(OC)ccc3[C@H]1N(CC(=O)OC)C(=O)c1cc(OC)ccc12	-64.0%
Cc1cccc(C)c1-n1nnnc1C(c1ccnc2ccccc12)N1CCC2(CC1)C(=O)NCN2c1ccccc1 (stereo not drawn)	-50.2%
CC(C)C[C@H]1COc2cc(N3CCN(C)CC3)ccc2S(=O)(=O)N1	11.7%
O=C(CCc1ccccc1)N1Cc2cc(N3CCCCC3)ccc2-n2nncc2C1	-2.8%
Cc1ccc2c(c1)Oc1ccccc1N=C2	-2.9%
O=C(Nc1ccc(C(=O)O)cc1)Oc1ccc(N(CCCl)CCCl)cc1	-35.7%
CC(=O)NCC1=C(c2ccc3ccccc3c2)C[C@@H]2CC[C@H]1N2Cc1ccco1	-5.8%
O=C(Cc1c(-c2ccccc2)nc2ccc(Br)cn12)N1CCCC1	5.9%
O=C1NCN(c2ccccc2)C12CCN(C(c1ccnc3ccccc13)c1nnnn1C1CCCC1)CC2 (stereo not drawn)	-1.1%
COc1ccc(C(c2nnnn2-c2c(C)cccc2C)N2CCC3(CC2)C(=O)NCN3c2ccccc2)cc1 (stereo not drawn)	-63.2%
COC(=O)CN(CCCl)P1(=O)OCCCN1CCCl (stereo not drawn)	4.3%

# (more compounds)
Compound	BRCA1 expr up
O=S1(=O)NCC2(CC2)CN1Cc1ccccc1	2.4%
CCOC(=O)C1(c2ccccc2)CCN(CCC(=O)Nc2ccc(OC)cc2)CC1	6.1%
O=c1[nH]c2ccccc2n1C1CCN(C(CCc2ccccc2)c2nnnn2C2CCCC2)CC1 (stereo not drawn)	-73.5%
COc1cccc(C(c2nnnn2C2CCCC2)N2CCC3(CC2)C(=O)NCN3c2ccccc2)c1OC (stereo not drawn)	-50.1%
Cc1cc(/C=C/c2cccc3sc(C)[n+](CCCCI)c23)ccc1N(CCCl)CCCl	-31.4%
Cc1cc(/C=C/c2ccnc3ccccc23)ccc1N(CCCl)CCCl	0.0%
CN1CCCC2c3ccccc3CCC21 (stereo not drawn)	8.2%
CCOC(=O)CNC(=O)N1Cc2cc(-c3cccc(F)c3)ccc2-n2nncc2C1	20.9%
COc1ccc(CCNCc2cc(OC)cc(OC)c2)cc1	30.2%
Cc1ccc(-[n+]2c(Cc3nn(-c4ccccc4)c(C)[n+]3-c3ccc(C)cc3)nn(-c3ccccc3)c2C)cc1	-8.1%
COc1ccc(-n2nnnc2C(CCc2ccccc2)N2CCC3(CC2)C(=O)NCN3c2ccccc2)cc1 (stereo not drawn)	-55.7%
O=C1OCCC1C(=O)c1ccccc1 (stereo not drawn)	1.2%

# 21 structures from above, arranged by molar mass, high to low:
Compound	BRCA1 expr up
Cc1cc(/C=C/c2cccc3sc(C)[n+](CCCCI)c23)ccc1N(CCCl)CCCl	-31.4%
Cc1cccc(C)c1-n1nnnc1C(c1ccnc2ccccc12)N1CCC2(CC1)C(=O)NCN2c1ccccc1 (stereo not drawn)	-50.2%
COc1ccc(C(c2nnnn2-c2c(C)cccc2C)N2CCC3(CC2)C(=O)NCN3c2ccccc2)cc1 (stereo not drawn)	-63.2%
COc1cccc(C(c2nnnn2C2CCCC2)N2CCC3(CC2)C(=O)NCN3c2ccccc2)c1OC (stereo not drawn)	-50.1%
Cc1ccc(-[n+]2c(Cc3nn(-c4ccccc4)c(C)[n+]3-c3ccc(C)cc3)nn(-c3ccccc3)c2C)cc1	-8.1%
O=C1NCN(c2ccccc2)C12CCN(C(c1ccnc3ccccc13)c1nnnn1C1CCCC1)CC2 (stereo not drawn)	-1.1%
O=c1[nH]c2ccccc2n1C1CCN(C(CCc2ccccc2)c2nnnn2C2CCCC2)CC1 (stereo not drawn)	-73.5%
CCOC(=O)[C@]12Cc3cc(OC)ccc3[C@H]1N(CC(=O)OC)C(=O)c1cc(OC)ccc12	-64.0%
CCOC(=O)C1(c2ccccc2)CCN(CCC(=O)Nc2ccc(OC)cc2)CC1	6.1%
CCOC(=O)CNC(=O)N1Cc2cc(-c3cccc(F)c3)ccc2-n2nncc2C1	20.9%
O=C(CCc1ccccc1)N1Cc2cc(N3CCCCC3)ccc2-n2nncc2C1	-2.8%
O=C(Nc1ccc(C(=O)O)cc1)Oc1ccc(N(CCCl)CCCl)cc1	-35.7%
CC(=O)NCC1=C(c2ccc3ccccc3c2)C[C@@H]2CC[C@H]1N2Cc1ccco1	-5.8%
Cc1cc(/C=C/c2ccnc3ccccc23)ccc1N(CCCl)CCCl	0.0%
O=C(Cc1c(-c2ccccc2)nc2ccc(Br)cn12)N1CCCC1	5.9%
CC(C)C[C@H]1COc2cc(N3CCN(C)CC3)ccc2S(=O)(=O)N1	11.7%
COC(=O)CN(CCCl)P1(=O)OCCCN1CCCl (stereo not drawn)	4.3%
COc1ccc(CCNCc2cc(OC)cc(OC)c2)cc1	30.2%
O=S1(=O)NCC2(CC2)CN1Cc1ccccc1	2.4%
CN1CCCC2c3ccccc3CCC21 (stereo not drawn)	8.2%
O=C1OCCC1C(=O)c1ccccc1 (stereo not drawn)	1.2%

# Further compounds.
Compound	BRCA1 expr up
COc1ccc(-n2nnnc2C(c2cccc3ccccc23)N2CCC(n3c(=O)[nH]c4ccccc43)CC2)cc1 (stereo not drawn)	-62.9%
O=[N+]([O-])c1ccc(N(CCO)CCO)c2c1no[n+]2[O-]	-81.4%
COc1cccc(C(c2nnnn2C(C)(C)C)N2CCC3(CC2)C(=O)NCN3c2ccccc2)c1OC (stereo not drawn)	-22.2%
CCOC(=O)[C@]12Cc3cc(Cl)ccc3[C@H]1N(C1CCCCC1)C(=O)c1ccccc12	-73.5%
CCOC(=O)[C@]12Cc3cc(C)ccc3[C@H]1N(C(C)C)C(=O)c1ccccc12	-73.6%
NC(Cc1ccc(F)cc1)c1csc(Nc2ncccn2)n1 (stereo not drawn)	-10.0%
O=C1C=C(N2CC2)c2ccccc2C1=O	-79.4%
O=c1[nH]c2ccccc2n1C1CCN(C(c2nnnn2C2CCCC2)C2CC2)CC1 (stereo not drawn)	1.8%
C[C@@H]1CN([C@H](C)CO)C(=O)CCCn2nncc2CO[C@H]1CN(C)C(=O)Oc1cccc2ccccc12	-13.2%
CCCCn1nnnc1C(c1cccc(OC)c1OC)N1CCC2(CC1)C(=O)NCN2c1ccccc1 (stereo not drawn)	-38.8%
COC(=O)C1=C(c2cccc(OCc3ccccc3)c2)C[C@@H]2CC[C@H]1N2C	3.8%
O=C1NCN(c2ccccc2)C12CCN(C(c1cc3ccccc3o1)c1nnnn1C1CCCC1)CC2 (stereo not drawn)	-62.1%
